Compound activity (PubChem BioAssay)
hcGAS lum: Primary biochemical luminescence assay for human cyclic GMP-AMP synthase inhibitors; 0.081% of 290,000 active; recombinant h-cGAS, ATP depletion, Kinase-Glo luminescence; inhibition, % at 12.5 µM; Q8N884;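 further: 0% = vehicle reaction and 100% = reaction without DNA for no activity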
Target sequence (Q8N884 whole entry, looked up): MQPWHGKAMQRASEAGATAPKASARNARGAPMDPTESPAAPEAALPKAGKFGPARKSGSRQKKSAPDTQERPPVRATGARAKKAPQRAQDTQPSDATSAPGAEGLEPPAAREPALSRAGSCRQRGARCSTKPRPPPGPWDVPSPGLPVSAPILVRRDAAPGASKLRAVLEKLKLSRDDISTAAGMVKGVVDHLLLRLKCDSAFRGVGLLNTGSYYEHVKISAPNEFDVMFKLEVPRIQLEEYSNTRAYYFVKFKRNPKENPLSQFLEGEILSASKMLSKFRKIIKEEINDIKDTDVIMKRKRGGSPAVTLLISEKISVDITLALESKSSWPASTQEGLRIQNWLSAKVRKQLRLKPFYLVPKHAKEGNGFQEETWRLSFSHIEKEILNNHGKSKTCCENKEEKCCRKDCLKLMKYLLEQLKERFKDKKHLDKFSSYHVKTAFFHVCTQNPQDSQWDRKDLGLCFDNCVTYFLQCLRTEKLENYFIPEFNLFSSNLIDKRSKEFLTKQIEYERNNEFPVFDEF
mcGAS lum: cyclic GMP-AMP synthase inhibitors, mouse, primary biochemical chemiluminescence; recombinant cGAS, Kinase-Glo ATP depletion luminescence; 0.15% of 160,000 active; AID 1259399, 2018; inhibition, % at 12.5 µM;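 further: 0% = negative control wells and 100% = reference inhibitor with no enzyme activity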
NPYLR7 ag: agonists of mosquito NPYLR7 receptor, primary screen, cell-based, Aedes aegypti, calcium fluorescence, mosquito biting behavior. 0.15% of 270,000 active. AID 1259423, 2018. activation, % at 10 µM. HEK293T NPYLR7/Galpha15, GCaMP6s calcium fluorescence; in the data active means activation above about 40%;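 further: 0% = vehicle and 100% = reference agonist at the receptor; some compounds past the cut are filed as inactive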
Starred values were filed as active, the others as inactive; nt = no result given; & = joins results of further samples. Unless noted, no stated cut-off is given here; in the data, active means inhibition above about 40%; inactive means the rest.

Each structure is followed by: hcGAS lum, mcGAS lum, NPYLR7 ag
CCn1nc(C)c(NC(=O)CNC(C)c2ccccc2-n2cccn2)c1C (centres undefined)
  -1, -14, 3
COc1cccc(Cc2nsc(N3CCC(CNC(=O)C(Cl)c4ccccc4)CC3)n2)c1 (centres undefined)
  -3, -5, -1
Cc1cc(C)nc(NCC2CCC2)n1
  -8, nt, 0
COCCN(CC(=O)Nc1nc(CC(=O)N(C)CCc2ccc(OC)c(OC)c2)cs1)C(=O)c1ccc(F)cc1
  -12, -6, nt
Cc1nc2ccc(S(=O)(=O)NCCn3nc(-c4ccc(Cl)cc4)ccc3=O)cc2s1
  -6, -11, -2
O=C(NCC1CCCO1)c1nn(-c2ccccc2F)c(=O)n(Cc2cccc(Cl)c2)c1=O (centres undefined)
  -5, -6, 12
CCSCC(C)N(C)Cc1cnn(-c2ccccc2)n1 (centres undefined)
  -8, nt, 4
O=C(CSCc1cccnc1)NCc1ccc(N2CCCC2)cc1
  -6, -14, -5
CCc1[nH]c2ccc(CNC(=O)COc3ccccc3O)cc2c1C
  -6, -22, 8
COc1cc(-c2cccc3ccnn23)ccc1NC(C)=O
  -2, nt, 9
NC(=O)c1cncc(N2CCN(Cc3cccc(-n4cccn4)c3)CC2)n1
  -8, -14, 6
CCOC(=O)N=C(c1ccccc1)C(Cl)Cl
  -8, nt, -19
CSc1ccc2c(C)cc(N3CCC(CCC(N)=O)CC3)nc2c1
  -6, -18, 3
CCCc1c(C(=O)Nc2nccs2)nnn1-c1ccc(C)cc1
  -9, -7, 9
Cc1ccc(Oc2ccc(NC(C)C(=O)N3CCCC3)cc2)cc1 (centres undefined)
  -3, -6, 2
Cc1ccc(C(NC(=O)CCc2scnc2C)c2ccncc2)cc1 (centres undefined)
  -12, nt, -4
COc1ccccc1-n1c(-c2ccc(Cl)cc2)cc(C(=O)NCc2cccnc2)c1C
  0, -3, 13
CCCCCCCCC(=O)Nc1c(-c2cccc(OC)c2)nc2ccccn12
  -2, -4, -8
Oc1c(Cl)cc(Cl)c2cccnc12
  -6&0&6&-5, 3&8, -1&13&4&3
CC1(C)CC2CC(C)(CN2C(=O)Cc2csc(NC(=O)CN(C(=O)c3ccc(F)cc3)C3CC3)n2)C1 (centres undefined)
  -3, -3, nt

The list goes on, overlapping the part above by 2 compounds.
Each structure is followed by: hcGAS lum, mcGAS lum, NPYLR7 ag
Oc1c(Cl)cc(Cl)c2cccnc12
  -6&0&6&-5, 3&8, -1&13&4&3
CC1(C)CC2CC(C)(CN2C(=O)Cc2csc(NC(=O)CN(C(=O)c3ccc(F)cc3)C3CC3)n2)C1 (centres undefined)
  -3, -3, nt
Cc1cc(C)n2ncc(CN3CCN(c4ncccc4C)CC3)c2n1
  -9, nt, 22
COC(=O)CC(=O)NC1CCN(c2ccccc2C(=O)N2CCN(C(C)=O)CC2)CC1
  0, nt, -1
C=CCNC(N)=S
  -8, -9, 1
CCc1c(C(=O)NCc2cccnc2)c(CC(C)C)nn1-c1ccc(Cl)cc1
  -5, -2, 13
O=C1Cc2ccccc2C1C1=Cc2ccccc2C1 (centres undefined)
  -1, nt, 4
COc1ccc(OC)c(C2C(=C(O)c3ccc(Cl)cc3)C(=O)C(=O)N2Cc2cccnc2)c1 (centres undefined)
  -5, -6, 11
S=c1cc(-c2ccccc2)n(Cc2ccco2)c2c1CCCC2
  -7, -7, -7
Cc1cccnc1CC(C)NC(=O)Cc1c(C)nc(N)nc1C (centres undefined)
  -5, nt, -2
CC(=O)Nc1ccc(C(=O)N2CCN3CCN(C)C(=O)C3C2)c(Cl)c1 (centres undefined)
  1, -14, 4
COc1ccc(-n2c(-c3ccccc3)n[nH]c2=S)cc1
  -2, -5, -6
CNc1nc2cnc(Nc3ccc(OC(C)C)cc3)cc2n1CC1CC1
  -6, -6, 7
Cc1cccc(Nc2ncnc3[nH]ncc23)c1C
  -4, nt, 3
CC(C)Cc1cc(CNC(=O)C2CCOC2)on1 (centres undefined)
  -4, -22, 1
Cc1nc2n(n1)C(=O)C(C(c1cccs1)N1CCN(c3ccc(F)cc3)CC1)S2 (centres undefined)
  -6, -6, 6
CCNC(=S)N(CCCOC)Cc1c(-c2cccc(C)c2)noc1N1CCCC1
  -5, -5, 17
CCOC(=O)c1nn(Cc2ccccc2)c2c1CN(C(=O)c1ocnc1C)CC2
  -13, -6, 15
COc1cc(Cl)c(CN2C[C@H]3C[C@H](O)[C@H](O)C[C@H]3C2)c(Cl)c1OC
  -13, nt, 1
COC(=O)c1cccc(CC2(C)C(=O)Nc3ccc(-c4ccc5[nH]ccc5c4)cc32)c1 (centres undefined)
  0, nt, 3
O=[N+]([O-])c1ccc(/C=N\Nc2cc(N3CCOCC3)nc(N3CCOCC3)n2)cc1
  -2, -4, -6
NC(=O)C1Cc2ccccc2CN1C(=O)CCc1cccnc1 (centres undefined)
  -3, -2, -1

Molecules above with fluorine, in the order listed:
Each structure is followed by: hcGAS lum, mcGAS lum, NPYLR7 ag
COCCN(CC(=O)Nc1nc(CC(=O)N(C)CCc2ccc(OC)c(OC)c2)cs1)C(=O)c1ccc(F)cc1
  -12, -6, nt
O=C(NCC1CCCO1)c1nn(-c2ccccc2F)c(=O)n(Cc2cccc(Cl)c2)c1=O (centres undefined)
  -5, -6, 12
CC1(C)CC2CC(C)(CN2C(=O)Cc2csc(NC(=O)CN(C(=O)c3ccc(F)cc3)C3CC3)n2)C1 (centres undefined)
  -3, -3, nt
Cc1nc2n(n1)C(=O)C(C(c1cccs1)N1CCN(c3ccc(F)cc3)CC1)S2 (centres undefined)
  -6, -6, 6

A section taken from the entries so far, as a working copy:
Each structure is followed by: hcGAS lum, mcGAS lum, NPYLR7 ag
CCOC(=O)c1nn(Cc2ccccc2)c2c1CN(C(=O)c1ocnc1C)CC2
  -13, -6, 15
COc1cc(Cl)c(CN2C[C@H]3C[C@H](O)[C@H](O)C[C@H]3C2)c(Cl)c1OC
  -13, nt, 1
COC(=O)c1cccc(CC2(C)C(=O)Nc3ccc(-c4ccc5[nH]ccc5c4)cc32)c1 (centres undefined)
  0, nt, 3
O=[N+]([O-])c1ccc(/C=N\Nc2cc(N3CCOCC3)nc(N3CCOCC3)n2)cc1
  -2, -4, -6
NC(=O)C1Cc2ccccc2CN1C(=O)CCc1cccnc1 (centres undefined)
  -3, -2, -1

Going on with the list:
Each structure is followed by: hcGAS lum, mcGAS lum, NPYLR7 ag
COc1ccc(CN2CCCn3cccc3C2c2ccccc2[N+](=O)[O-])c(OC)c1 (centres undefined)
  -6, nt, 1
CCCC(C)C(=O)N1CCN(C(C)=O)CC1 (centres undefined)
  -7, nt, 10
CCOc1ccc(S(=O)(=O)NCc2ccco2)c2ccccc12
  -3, nt, 4
CCOC(=O)c1nn(-c2ccc(C)cc2)c(=O)cc1OS(=O)(=O)c1ccc(F)cc1F
  -9, -6, 1
CCN(Cc1ccncc1)C(=O)CCc1nnc(CCC2CCCCC2)o1
  0, -3, 6
CCOc1cc(C(=O)NCCc2csc3nc(-c4ccccc4C)nn23)cc(OCC)c1OCC
  -1, -7, -3
C=CCn1c(C)cn2c3c(=O)n(Cc4ccccc4)c(=O)n(C)c3nc12
  -9, nt, -2
CC(C)CN(Cc1nccn1Cc1ccccc1Cl)C(=O)Nc1ccc(C(F)(F)F)cc1
  4, 0, 2
CN(Cc1sc2ccccc2c1Cl)C(=O)C1CC2(CCNCC2)CN1 (centres undefined)
  1, nt, 6
CCOC(=O)c1cnc(-c2ccc(OC)cc2)nc1NCc1ccccn1
  6, 0, -1
CC1CCN(C(=O)c2ccc(-c3cccc(Br)c3)n2C)CC1
  -6, nt, 11
COCCc1nc2ccc(C(=O)NCc3ccc(-n4cccn4)cc3)cc2o1
  -1, nt, 2
Cc1cc(=O)c(C(=O)N2CCC3(CCCO3)CC2)c(C)[nH]1
  -5, nt, 9
CCN(CC)S(=O)(=O)c1ccc(OCCNS(C)(=O)=O)cc1
  1, nt, 2
CC(C)Cc1cc(C(=O)N2CCCC(C(=O)c3cc(F)ccc3F)C2)n(C)n1 (centres undefined)
  -7, -8, 10
Cc1cc(C)nc(NN=C2CCCC2)n1
  -12, nt, 7
Cc1cc(C)n2nc(SCC(=O)NCCc3ccccc3F)nc2n1
  -4, -4, 1
O=C(NCC1CCCO1)c1cccc(-c2ccc(O)cc2)c1 (centres undefined)
  -2, nt, 1
Cc1cc(C)c2cc(C(=O)N3CCC(n4c(Cc5ccccc5)nc5ccccc54)CC3)[nH]c2c1
  -7, -7, 5
COc1ccccc1Oc1cc(N2CCN(C(=O)COc3ccc(Cl)cc3)C(C)C2)ncn1 (centres undefined)
  -8, -3, nt

Record cards, as listed above:
O=C(NCC1CCCO1)c1cccc(-c2ccc(O)cc2)c1 (centres undefined) in the list: hcGAS lum = -2; mcGAS lum = nt; NPYLR7 ag = 1
Cc1cc(C)n2nc(SCC(=O)NCCc3ccccc3F)nc2n1 in the list: hcGAS lum = -4; mcGAS lum = -4; NPYLR7 ag = 1
COc1ccccc1Oc1cc(N2CCN(C(=O)COc3ccc(Cl)cc3)C(C)C2)ncn1 (centres undefined) in the list: hcGAS lum = -8; mcGAS lum = -3; NPYLR7 ag = nt

(continued)
Each structure is followed by: hcGAS lum, mcGAS lum, NPYLR7 ag
Cc1ccc(C(=O)N(C)Cc2nccn2C)cc1NC(=O)C1CCCC1
  -1, -3, 1
COC(=O)C[C@H]1C(C)(C)C2(O)OC34CC2C(=O)[C@]1(C)C3CC[C@]1(C)C4=CC(=O)O[C@H]1c1ccoc1 (some centres undefined)
  -3, -1, nt
COCCNC(=O)C(NC(=O)c1ccc2c(c1)OCO2)C1CCN(C(=O)c2cccc(F)c2)CC1 (centres undefined)
  -5, -8, 4
CCN(CC)Cc1nc(-c2ccccc2)no1
  4, -1, -3
NC[C@H]1O[C@H](OC2[C@@H](N)C[C@@H](N)[C@H](O[C@H]3O[C@H](CO)[C@@H](O)[C@H](N)[C@H]3O)[C@H]2O)[C@H](O)[C@@H](O)[C@@H]1O (some centres undefined)
  0&-4, nt, -2
O=C(c1cccc([N+](=O)[O-])c1)N1CCN(c2nc(-c3ccc(F)cc3)nc3cc(Cl)ccc23)CC1
  0, -5, 11
COc1ccc(NC(=O)CCc2nc(-c3cccs3)no2)cc1S(=O)(=O)N1CCCCC1
  -4, -4, -1
COc1ccc2cc(C3CN(CCC(F)(F)C(F)F)CCO3)ccc2c1 (centres undefined)
  -1, -9, 3
CCOc1ccc(N2C(=O)CC(Sc3nc(C)ccc3C#N)C2=O)cc1 (centres undefined)
  -3, 3, -4
COc1ccc(S(=O)(=O)NC(c2ccc(SC)cc2)c2cccc(Cl)c2Cl)cc1OC (centres undefined)
  1, nt, -8
COC(CNc1nc2nonc2nc1NCc1cccs1)c1cccs1 (centres undefined)
  -4, nt, 19
COc1cccc(Cc2c(C)nc(C)nc2N2CCN(C(=O)c3ccccc3OC)CC2)c1
  -6, -6, 7
O=C(Cc1ccccc1)N1CCN(c2ncnc3c2nnn3Cc2ccccc2)CC1
  -7, -8, -6
OC[C@H]1CCN(Cc2cnc(NCc3ccccc3)nc2)C[C@@H]1O
  -2, -18, 21
COC(=O)C1CCC2C(=CCC3C2CCC2C3CCC2(OC(C)=O)C(=O)COC(C)=O)C1 (centres undefined)
  -6, nt, -4
CC(C)CC(=O)Nc1ccccc1N1CCN(C(=O)c2ccccc2)CC1
  -5, nt, -3
CCCN1C(=O)c2[nH]nc(-c3ccccc3O)c2C1c1cccc(Cl)c1 (centres undefined)
  -6, -15, 9
COCC(=O)Nc1ccc(-n2nc(OCc3ccc(F)cc3)nc2-c2cccc(C(F)(F)F)c2)cc1
  -7, -5, 11
Cc1cccc(CO[C@]2(C(=O)NCCN3CCCC3)CC(OCc3cccc(F)c3F)[C@H](O)[C@H](O)C2)c1 (some centres undefined)
  -4, -6, 21
Cc1nn(-c2ccccn2)c2ncc(C(=O)NCC(=O)NC(C)(C)C)cc12
  -7, nt, 11

The results go on.
Each structure is followed by: hcGAS lum, mcGAS lum, NPYLR7 ag
C=S(C)(=O)Nc1cccc2c1C(=O)c1ccccc1C2=O (centres undefined)
  -3, -8, -4
O=C(N[C@H]1CCCCNC1=O)c1csc(CSc2nnc(-c3cccnc3)n2-c2ccccc2F)n1
  -1, -4, 16
CCC(CC)NC(=O)CSc1nnc(N2CCCCC2)n1CC1CCCO1 (centres undefined)
  -12, nt, 19
Cc1cn2c3c(=O)[nH]c(=O)n(C)c3nc2n1-c1cccc(Cl)c1
  1, nt, 15
CCN1CCN(C(=O)CCCn2nnnc2CN2CCOCC2)[C@@H](C)C1=O
  -3&-2, nt, 5&4
COCC(=O)N1CCC(n2cnc3cc(C(F)(F)F)ccc32)CC1
  -4, -4, 4
Cc1cccc(NC(=O)C2CC(=O)N(CCc3ccccc3)C(=Nc3ccc(F)cc3)S2)c1 (centres undefined)
  -3, -6, -16
Oc1ccc2c(c1)C1CCCC1(N1CCOCC1)O2 (centres undefined)
  4, nt, 5
C=CCn1nnc(NC(=O)COc2c(C)cc(C)cc2Cl)n1
  -4, nt, 0
CCOCCn1c(CN2CCCCC2)nc2c1c(=O)n(C)c(=O)n2C
  5, nt, -17
Nc1nc(SC(C(=O)NC2CCCC2)c2ccccc2)n[nH]1 (centres undefined)
  2, nt, -15
CC1C(=O)NCCN1C(=O)c1ccc(-c2ccc3c(c2)OCCO3)s1 (centres undefined)
  -5, nt, 6
CCn1c(SC(C)c2nc3sc(C)c(C)c3c(=O)[nH]2)nnc1-c1cccs1 (centres undefined)
  -9, nt, 10
CCCc1noc(C(C)Nc2cc(OC)c(OC)c(OC)c2)n1 (centres undefined)
  -4, nt, 2
Cc1ccc(-n2nc(C(C)(C)C)cc2NC(=O)CN(CC(C)C)C(=O)Cc2ccccc2)c(C)c1
  -10, -5, -1
N#Cc1cccc(NC(=O)c2csc(-c3ccsc3)n2)c1
  -7, nt, 6
